# FBPA Giardia inh: qHTS Assay for Inhibitors of Fructose-1,6-bisphosphate Aldolase from Giardia Lamblia; actives 0.71% (n = 290,000); AID 2451, 2010; purified Giardia FBPA; Potency, µM (series often up to 59.6 µM), for inactives: top-dose activity, negative = inhibition, hits mostly inhibitors; A8B2U2; active = well fitted inhibition curve with a large enough effect; inconclusive = small, poorly fitted or top-dose-only effect, or effect the other way; also: nearly all actives have a fitted effect of over 55% in size
# Target sequence (A8B2U2 whole entry, looked up): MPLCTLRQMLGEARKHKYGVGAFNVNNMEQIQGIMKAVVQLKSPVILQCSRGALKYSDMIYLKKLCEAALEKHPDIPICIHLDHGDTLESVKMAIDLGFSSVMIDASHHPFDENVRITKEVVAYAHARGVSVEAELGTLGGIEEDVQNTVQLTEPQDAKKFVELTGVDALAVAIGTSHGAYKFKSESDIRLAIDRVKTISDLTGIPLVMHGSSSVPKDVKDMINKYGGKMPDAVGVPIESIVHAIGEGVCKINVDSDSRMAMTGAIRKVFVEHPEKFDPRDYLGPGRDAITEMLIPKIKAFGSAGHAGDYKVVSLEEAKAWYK
#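 Giardia FBPA (40 nM reagent) was preincubated 10 min at RT with compound (up to 57.5 uM final), then substrate plus GAPDH/TPI/NAD/arsenate coupling system with diaphorase/resazurin was added; resorufin fluorescence (525/598 nm) was read after 20 min.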
# Active calls of the source: *; ? = inconclusive; & = joins results of further samples; [ ] = remark or other dose. % is scaled to controls: 0 for no effect and ±100 for the full control effect; potency is read from the fitted curve at half-maximal effect. This is a subset, so the mix of outcomes need not match the whole.
SMILES,FBPA Giardia inh
COc1cccc(-c2nccc(NCc3cccnc3)n2)c1,0%
O=C(c1cc(C(F)(F)F)cc(C(F)(F)F)c1)N1CCC[C@@]2(CCN(c3ccccn3)C2)C1,-10%
CCCCC/C=C\C/C=C\C/C=C\C/C=C\CCCC(=O)OCCN,-15%&0%
Cc1cccc(CNc2ncnc3ccc(-c4cccc(C#N)c4)cc23)c1,-9%
CN(Cc1ccccc1)C(=O)[C@H](Cc1ccc2ccccc2c1)NC(=O)[C@@H]1CCCN1C(=O)Nc1ccccc1[N+](=O)[O-],1%
O=C1COCCN1,3%
CC(=O)C1CCC2C3CC=C4CC(O)CC[C@@]4(C)C3CC[C@]12C (stereo partly drawn),3%
CC(=O)OC[C@@H]1O[C@@H](O/N=C2/C[C@@H](O)[C@@H](O)[C@@H]3[C@@H]4C(=O)N(c5cccc(Oc6ccccc6)c5)C(=O)[C@H]4CC[C@@H]23)[C@H](OC(C)=O)[C@H](OC(C)=O)[C@@H]1OC(C)=O,1%[12.9 µM]
Cn1cc(-c2nc3cnc(N4CCOCC4)nc3n(CCC#N)c2=O)c2ccccc21,3%
COC(=O)c1ccc(C(NC(=O)c2ccccc2)[C@]2(C)C[C@H]2C2CCCCC2)cc1 (stereo partly drawn),-3%
CC12CCC3C(CCC4=C(O)C(=O)CCC43C)C1CCC2=O (stereo not drawn),-2%
CN(C)c1ccc(-c2cc(NCc3cccnc3)ncn2)cc1,-8%
c1cncc(CNc2nc(-c3ccc4c(c3)OCO4)nc3ccccc23)c1,-1%
Cc1cc(O)c(C)c2sc(N)nc12,-16%
C[C@@H](O)C#C[Si](C)(C)c1ccccc1,3%
N[C@@H](Cn1ccc(=O)n(Cc2ccccc2C(=O)O)c1=O)C(=O)O,?
c1cncc(-c2ccc3ncnc(NCCN4CCOCC4)c3c2)c1,-1%
COc1c(CO)cc(CO)cc(CO)c1=O,-7%
CC(=O)c1ccc(-c2cccc(C3C4C=CCCC4(C)C(=O)N3Cc3ccccc3)c2)cc1 (stereo not drawn),-3%
C/C=C1/C[C@@H](C)[C@](O)(CO)C(=O)OCC2=CCN3CC[C@@H](OC1=O)C23 (stereo partly drawn),-3%&3%
COC(=O)NC(C(=O)OC)(C(=O)OC)c1ccccc1,4%
COc1ccccc1CN1CC2(CCN(C(=O)c3cnccn3)CC2)C1,7%
O=C(Oc1ccccc1)N1CCC2(CC1)CN(Cc1ccncc1)C2,-4%
c1cncc(-c2nccc(-n3ccnc3)n2)c1,-1%
COc1ccc(C(=O)c2c(C)n(CCN3CCOCC3)c3cc(I)ccc23)cc1,-3%

# The last 4 records of the section above come first, to join the parts.
SMILES,FBPA Giardia inh
COc1ccccc1CN1CC2(CCN(C(=O)c3cnccn3)CC2)C1,7%
O=C(Oc1ccccc1)N1CCC2(CC1)CN(Cc1ccncc1)C2,-4%
c1cncc(-c2nccc(-n3ccnc3)n2)c1,-1%
COc1ccc(C(=O)c2c(C)n(CCN3CCOCC3)c3cc(I)ccc23)cc1,-3%
COc1ccc2c(c1)CCC1[C@@H]2CCC2(C)[C@@H](NCCCCCCN3C(=O)C=CC3=O)CC[C@@H]12 (stereo partly drawn),14%
COc1ccc(NC(=O)N2CC3(CCN(C(=O)c4cccn4C)CC3)C2)cc1,0%
COc1cccc(Cn2c(=O)c(-c3cccs3)nc3cnc(Nc4cccc(OC)c4)nc32)c1,-3%
Cc1nc(NCc2ccccc2)c2nc(-c3ccccc3)n(CC(C)(C)CN(C)C)c2n1,5%
CC(C)=CCC/C(C)=C/CO/N=C1/C[C@@H](O)[C@@H](O)[C@@H]2[C@@H]3C(=O)N(Cc4ccccc4)C(=O)[C@H]3CC[C@H]12,-3%[12.9 µM]
O=c1cc(-c2cccc(O)c2)oc2cccc(O)c12,8%
Cc1c(O)ccc2c1OCO2,-5%[12.9 µM]
COc1ccc(-c2nnc3n2N=C(c2c(OC)cccc2OC)CS3)cc1,-4%
CC(C)CC1C(=O)N2CCCC2C2(O)O[C@@](NC(=O)C3C=C4c5cccc6[nH]c(Br)c(c56)CC4N(C)C3)(C(C)C)C(=O)N12 (stereo partly drawn),?
CC[C@H]1C(c2cccc(C)c2)=NN(c2ccccc2)[C@@H]1CO,-12%[89.2 µM]
CC12CCC(/C(=N/O)C1=O)C2(C)C (stereo not drawn),-2%
C/C(=C\CO)CCC(C)CCCC(C)CCCC(C)C (stereo not drawn),-21%
COC(=O)[C@@]1(Cc2ccccc2)[C@H]2c3cc(C(=O)N(C)C)n(Cc4ccc(S(C)(=O)=O)cc4)c3C[C@H]2CN1C(=O)c1ccccc1,2%
CC[C@H]1C2=C3C(CC[C@H]4C(OCc5ccc(F)cc5C(F)(F)F)OC[C@](C)([C@@H]34)N(C(=O)OC(C)(C)C)C2)C(COC)C1COC (stereo partly drawn),2%
CC(C)=CCC[C@](C)(O)C1CC[C@]2(C)[C@@H]1CC[C@@H]1[C@@]3(C)CCC(=O)C(C)(C)[C@@H]3CC[C@]12C (stereo partly drawn),2%
COc1cccc(Cn2c(=O)c(-c3cccc(C#N)c3)nc3cnc(N4CCOCC4)nc32)c1,3%
COc1cccc(C(=O)CC2c3c(c(Br)c4c(c3OC)OCO4)CCN2C)c1 (stereo not drawn),-8%
CCOC(=O)CNC(=O)O[C@@H]1C(=O)c2cc(Br)ccc2O[C@H]1c1ccc2c(c1)OCO2,-1%
CC1(C)C(O)CC(O)[C@]2(C)C1CC(O)[C@]1(C)C2CC[C@@]2(C)C(c3ccoc3)CC3OC312 (stereo partly drawn),-1%
CCCCNc1nc(C)nc2c1nc(-c1ccccc1)n2CCCCN(CC)CC,11%
Nc1ncnc2c1nc(Br)n2C1CC(O)C(CO)O1 (stereo not drawn),-2%
COc1cccc(-c2ccc3ncnc(NCc4cnc(C)cn4)c3c2)c1,7%
CN(C)c1ncc2nc(-c3ccc(F)cc3)c(=O)n(Cc3cccs3)c2n1,4%
COC(=O)c1ccccc1S(=O)(=O)N1CCc2nc(-c3ccccc3)c3c(c2C1)CO[C@@H](C)C3,1%[12.9 µM]
CS(=O)(=O)Nc1cccc(-c2cncnc2NCc2cccs2)c1,-2%

# Individual results from above:
# CCCCNc1nc(C)nc2c1nc(-c1ccccc1)n2CCCCN(CC)CC – FBPA Giardia inh = 11%
# CC[C@H]1C(c2cccc(C)c2)=NN(c2ccccc2)[C@@H]1CO – FBPA Giardia inh = -12%[89.2 µM]
# C/C(=C\CO)CCC(C)CCCC(C)CCCC(C)C (stereo not drawn) – FBPA Giardia inh = -21%

# Exported tab-delimited: 2 of the compounds above.
Compound	FBPA Giardia inh
CC[C@H]1C(c2cccc(C)c2)=NN(c2ccccc2)[C@@H]1CO	-12%[89.2 µM]
CN(C)c1ncc2nc(-c3ccc(F)cc3)c(=O)n(Cc3cccs3)c2n1	4%

# The main list resumes; the 7 compounds before the break are reprinted first.
SMILES,FBPA Giardia inh
CC1(C)C(O)CC(O)[C@]2(C)C1CC(O)[C@]1(C)C2CC[C@@]2(C)C(c3ccoc3)CC3OC312 (stereo partly drawn),-1%
CCCCNc1nc(C)nc2c1nc(-c1ccccc1)n2CCCCN(CC)CC,11%
Nc1ncnc2c1nc(Br)n2C1CC(O)C(CO)O1 (stereo not drawn),-2%
COc1cccc(-c2ccc3ncnc(NCc4cnc(C)cn4)c3c2)c1,7%
CN(C)c1ncc2nc(-c3ccc(F)cc3)c(=O)n(Cc3cccs3)c2n1,4%
COC(=O)c1ccccc1S(=O)(=O)N1CCc2nc(-c3ccccc3)c3c(c2C1)CO[C@@H](C)C3,1%[12.9 µM]
CS(=O)(=O)Nc1cccc(-c2cncnc2NCc2cccs2)c1,-2%
COC(=O)C/C=C1\c2ccccc2C(OC)C1C (stereo not drawn),-1%[12.9 µM]
COC(=O)c1ccc(C(/C=C/[C@@H](C)C(=O)N[C@H](C)CO)NC(=O)OCc2ccccc2)cc1 (stereo partly drawn),8%
CC[C@H]1C2=C3C(CC[C@H]4C(OCc5ccc(F)cc5C(F)(F)F)OC[C@](C)([C@@H]34)N(C(=O)OC(C)(C)C)C2)C(COC(C)=O)C1COC(C)=O (stereo partly drawn),-7%
OC[C@@H]1O[C@@H](O)[C@H](O)[C@H](O)[C@@H]1O,2%
COc1ccccc1-c1ccc2ncnc(NCc3cccnc3)c2c1,-5%
O=C(NC[C@@H](O)CO)c1c(I)c(C(=O)NC[C@@H](O)CO)c(I)c(N(CCO)C(=O)CO)c1I,-2%[21.7 µM]
CCC1=C(OC(=O)N(CC)CC)N2C(=O)OC(=NCCOC)[C@]2(C)[C@H]2C1=CC[C@H]1C(=O)NC(=O)[C@H]12,-4%
COc1ccc(C(=O)[C@]2(C)C=C(c3ccc(OC)cc3)[C@H](C)C2)cc1,2%
CC(=O)c1ccc(Nc2c3ccccc3cc3occc23)cc1,-1%
Cc1cc2c(nc1C)CCCCN2C[C@H](C)O/N=C1/[C@H]2O[C@@H]2[C@@H](O)[C@H]2[C@H]1CCn1c(=O)n(-c3ccccc3)c(=O)n12,0%[12.9 µM]
CCC(C)C(=O)OC1C[C@@]2(C)C(c3ccoc3)OC(=O)CC23OC2(C)OC34C(OC(=O)C(C)C)[C@]3(O)C(OC(=O)C5(C)OC5C)[C@]5(C)CC3(O)[C@](C)(C5CC(=O)OC)C14O2 (stereo partly drawn),-11%
COc1ccc2nc3c(cc2c1)Cn1c-3nc2ccccc2c1=O,-12%
Oc1cc(O)c2c(c1)OC(c1cc(O)c(O)c(O)c1)C(O)C2 (stereo not drawn),?
C=CCN1c2ccccc2[C@]23C[C@@H](C(=O)OC)N(S(=O)(=O)c4c(C)noc4C)C2=NC(C(=O)OC)=C(C(=O)OC)[C@H]13,0%[12.9 µM]
Cn1cc(-c2nc3cnc(Oc4ccccc4)nc3n(C)c2=O)c2ccccc21,0%
Cc1cn(C2CC(N=[N+]=[N-])C(CO)O2)c(=O)[nH]c1=O (stereo not drawn),5%
CC(C)NC(=O)N1CCCC2(CCN(C(=O)c3ccncc3)CC2)C1,0%
COc1ccc(-c2nc3cnc(N(C)C)nc3n(C3CC3)c2=O)cc1,3%
Cn1cccc1C(=O)N1CCC[C@@]2(CCN(C(=O)Nc3cccc(F)c3)C2)C1,4%
CC(=O)OCC(CO)OC(C)=O (stereo not drawn) (tested in a mixture with another compound),-3%
COc1ccc(NC(=O)N2CC[C@@]3(CCCN(C(C)=O)C3)C2)cc1,6%
c1cc(-c2cnn3cc(-c4ccc(OCCN5CCCCC5)cc4)cnc23)ccn1,10%
CC(=O)NCCNc1nc(-c2cccc(NS(C)(=O)=O)c2)nc2ccccc12,-4%
CC(=O)NCCNc1ncnc2ccc(-c3ccccc3C#N)cc12,-2%
CC(=O)OC[C@H]1O[C@@H](CCO/N=C2/[C@H]3O[C@@H]3[C@@H](O)[C@H]3[C@H]2CCn2c(=O)n(-c4ccccc4)c(=O)n23)C=C[C@@H]1OC(C)=O,0%[12.9 µM]
SMILES,FBPA Giardia inh
CCOC(=O)C1=CC2(CC)CCCN3CCc4c(n1c1ccccc41)C32 (stereo not drawn),-2%
c1ccc(CNc2cc(-c3cccnc3)ncn2)cc1,8%
COC(=O)NC(c1ccccc1)[C@@]1(C(=O)OC)CCCC1=O (stereo partly drawn),1%[12.9 µM]
CCCn1c(C)nc2c(NCCCN(CC)CC)nc(C)nc21,5%
CC(C)(C)OC(=O)N1C2C=CC1C1=COCCN1C2=O (stereo not drawn),0%
C#Cc1ccc2c(c1)C(=O)N(C)Cc1c(C(=O)OCCCOC(=O)c3ncn4c3CN(C)C(=O)c3cc(C#C)ccc3-4)ncn1-2,3%
NC(=O)N/N=C/c1ccc(Oc2ccc(F)cc2)cc1,3%
CC1CCC(C(C)C)C(O)C1 (stereo not drawn),0%
COc1ccc(C(=O)N2CCC3(CCN(Cc4ccncc4)CC3)CC2)cc1,2%
Cc1ccc(S(=O)(=O)N[C@@H]2COC(=O)C/C=C\[C@H](C)COC(=O)N[C@@H](C)C(=O)C/C=C\[C@H]2C)cc1,4%[12.9 µM]
CNc1nc(-c2ccccc2C)nc2ccccc12,-10%
FC(F)(F)c1ccccc1-c1cc(NCc2cccs2)ncn1,0%
Cc1cccc(-c2[nH]c(C(C)(C)C)nc2-c2ccc3c(c2)OCO3)n1,-3%
c1ccc(N2CCCC3(CCNCC3)C2)cc1,-2%
O=c1c(-c2ccccc2)nc2cnc(N3CCNCC3)nc2n1C1CC1,0%
NC(Cc1ccc(Cl)cc1)C(=O)O (stereo not drawn),1%&-8%
CCNc1ncc2nc(-c3ccc(Cl)cc3)c(=O)n(Cc3cccc(OC)c3)c2n1,6%
COC(=O)N1CCC[C@@]2(CCN(C(=O)Nc3cccc(C#N)c3)C2)C1,2%
CCCCCCCC/C=C\CCCCCCCC(=O)N[C@H](CO)Cc1ccc(O)cc1,-16%
Nc1cc(Cl)c(NC2=NCCN2)c(Cl)c1,-4%
CC(C)OC(=O)[C@@H]1C=C[C@H](C)[C@@H](CCCCOCc2ccccc2)O1,5%
CN[C@H]1[C@H](O)[C@@H](O[C@@H]2[C@H](O)[C@@H](O[C@H]3OC(CN)=CC[C@H]3N)[C@@H](N)C[C@H]2N)OC[C@@]1(C)O,5%[21.7 µM]
C=CC[C@H](N)C(=O)O,-2%
CCCC(=O)O[C@]1(C(=O)CO)CCC2[C@@H]3CCC4=CC(=O)CC[C@]4(C)C3C(O)C[C@]21C (stereo partly drawn),3%
CC(=O)Nc1ccc(/C=N/NC(N)=S)cc1,?
CN(CCC(N)CC(=O)NC1C=CC(n2ccc(N)nc2=O)OC1C(=O)O)C(=N)N (stereo not drawn),-2%
COc1ccccc1-c1ccc2ncnc(N(C)C)c2c1,-13%
COS(C)(=O)=O,-1%
C=CCC(C)(O)c1cccc(C(F)(F)F)c1 (stereo not drawn),0%
COC(=O)c1ccc(C(NC(=O)OCc2ccccc2)/C(F)=C/[C@@H](C)C(=O)NCCc2c[nH]c3ccc(OC)cc23)cc1 (stereo partly drawn),-6%

# Screening results: PubChem, National Center for Advancing Translational Sciences (NCATS)
